Screening data (PubChem)
NOD2-RIPK2 inh – blocks binding of human NOD2 to RIPK2. CHO BLA complementation NOD2-RIPK2, CCF4 ratio. inhibition, % at 4.98 µM. 360,000 tested, 0.38% active. AID 624267; in the data active = inhibition above about 21%;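 note: 0% = vehicle only and 100% = reference blocker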
SRC2 inh – inhibits human steroid receptor coactivator 2. Q15596. HEK293 GAL4-SRC2 luciferase reporter, luminescence. inhibition, % at 9 µM. 370,000 tested, 0.17% active;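 active = inhibition above the mean inhibition of all tested compounds plus 3 SD, set per campaign, cut at about 52% in these data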;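 note: 0% = DMSO treated cells and 100% = cells given Gossypol at 36 µM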
Target sequence (Q15596 whole entry, looked up, the tested form may be a part): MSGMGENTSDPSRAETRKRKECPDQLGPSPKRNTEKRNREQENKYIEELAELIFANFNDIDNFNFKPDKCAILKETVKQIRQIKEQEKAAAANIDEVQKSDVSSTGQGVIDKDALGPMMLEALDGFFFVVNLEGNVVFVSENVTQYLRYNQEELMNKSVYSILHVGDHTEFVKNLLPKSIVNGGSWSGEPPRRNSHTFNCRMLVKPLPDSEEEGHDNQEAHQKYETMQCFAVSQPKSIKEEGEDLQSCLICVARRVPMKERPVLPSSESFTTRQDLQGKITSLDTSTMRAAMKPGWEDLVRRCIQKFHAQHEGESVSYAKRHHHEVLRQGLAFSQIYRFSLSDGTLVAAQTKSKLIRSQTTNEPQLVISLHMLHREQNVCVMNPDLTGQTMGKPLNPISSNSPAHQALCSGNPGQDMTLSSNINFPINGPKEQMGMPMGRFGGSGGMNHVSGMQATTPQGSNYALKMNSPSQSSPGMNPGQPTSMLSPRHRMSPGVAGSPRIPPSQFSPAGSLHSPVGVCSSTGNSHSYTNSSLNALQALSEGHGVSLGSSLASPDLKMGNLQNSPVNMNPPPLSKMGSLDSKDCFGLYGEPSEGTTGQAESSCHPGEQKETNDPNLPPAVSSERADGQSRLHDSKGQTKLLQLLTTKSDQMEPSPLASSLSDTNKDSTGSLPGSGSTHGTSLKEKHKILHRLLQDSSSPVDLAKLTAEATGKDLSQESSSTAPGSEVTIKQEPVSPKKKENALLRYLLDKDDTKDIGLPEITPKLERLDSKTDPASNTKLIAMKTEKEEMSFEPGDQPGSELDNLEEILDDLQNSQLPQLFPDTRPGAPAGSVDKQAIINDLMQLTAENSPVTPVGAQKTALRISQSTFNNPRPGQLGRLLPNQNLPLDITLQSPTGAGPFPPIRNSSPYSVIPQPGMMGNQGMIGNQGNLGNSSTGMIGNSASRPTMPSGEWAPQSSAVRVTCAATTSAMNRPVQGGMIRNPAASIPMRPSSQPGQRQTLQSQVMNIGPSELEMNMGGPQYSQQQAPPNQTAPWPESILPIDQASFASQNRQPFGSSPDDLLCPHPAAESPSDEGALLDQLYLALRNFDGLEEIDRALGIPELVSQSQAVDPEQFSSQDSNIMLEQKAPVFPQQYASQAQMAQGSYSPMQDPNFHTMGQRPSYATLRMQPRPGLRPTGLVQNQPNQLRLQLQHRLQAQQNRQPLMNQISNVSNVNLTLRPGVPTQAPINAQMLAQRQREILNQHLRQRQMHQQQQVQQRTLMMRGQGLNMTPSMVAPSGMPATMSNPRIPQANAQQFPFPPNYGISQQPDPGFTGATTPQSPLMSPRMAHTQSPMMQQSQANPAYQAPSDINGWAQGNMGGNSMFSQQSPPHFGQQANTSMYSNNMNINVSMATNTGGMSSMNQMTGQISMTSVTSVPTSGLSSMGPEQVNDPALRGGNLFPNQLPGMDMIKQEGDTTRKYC
ABHD5 PLIN5 PPI – inhibitors of human ABHD5-perilipin-5 interaction. Split G. princeps luciferase complementation, luminescence, 4 h. Q00G26+Q8WTS1. 360,000 tested, 0.78% active. inhibition, % at 4 µM. AID 602281;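 active = inhibition above the mean inhibition across every tested compound plus 3 SD, cut at about 22% in these data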;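 note: 0% = DMSO only wells and the 100% control is not disclosed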
SRC3 inh – human NCOA3 inhibition; inhibition, % at 3.6 µM; HEK293 GAL4-SRC3 luciferase reporter, luminescence; 360,000 tested, 0.17% active; Q9Y6Q9; AID 588352;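 active = inhibition above a per-campaign cutoff, the mean of all compounds plus 3 SD, cut at about 60% in these data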;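 note: 0% = DMSO-treated cells and 100% = gossypol-treated cells at 36 µM; higher means less SRC3-driven luciferase light from the GAL4 reporter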
NCOA1 inh – inhibits human SRC1 coactivator; Q15788; HEK293 GAL4-SRC1 luciferase reporter, luminescence; inhibition, % at 3.6 µM; 360,000 tested, 0.12% active; AID 588354;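 active = inhibition above the campaign mean plus 3 SD, with each screening campaign given its own cutoff, cut at about 60% in these data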;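 note: 0% = DMSO treated cells and 100% = gossypol at 36 µM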
NR5A2 inv ag – inverse agonists of human LRH-1 (NR5A2) | O00482 | HEK293T StAR-luciferase reporter, LRH-1 transfected, 24 h | inhibition, % at 3.6 µM | 360,000 tested, 0.13% active;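 active = inhibition above the mean inhibition of all tested compounds plus 3 SD, cut at about 73% in these data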;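 note: 0% = DMSO wells and 100% = reporter-only cells lacking LRH-1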
NR2F2 inh – blocks human COUP-TFII nuclear receptor | HEK293T NGFI-A luciferase reporter, luminescence | P24468 | 370,000 tested, 0.7% active | AID 686940 | inhibition, % at 8.6 µM;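 active = inhibition above a per-plate cutoff, mean inhibition of test wells between control levels plus 3 SD, cut at about 38% in these data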;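 note: cells cotransfected with COUP-TFII expression vector driving the NGFI-A reporter; 0% = median of COUP-TF2 test wells and 100% = reporter-only cells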
Granule exo inh – lytic granule exocytosis inhibition | inhibition, % at 10 µM | AID 651702 | 360,000 tested, 0.66% active | TALL-104 LAMP-1 surface exposure, flow cytometry; cells stimulated with thapsigargin and PMA;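 active = inhibition above about 55%, limit read from the data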
TLR9-MyD88 inh – blocks human TLR9 binding to MyD88; CHO BLA complementation TLR9-MyD88, CCF4 FRET ratio; Q9NR96+Q99836; 340,000 tested, 0.21% active; inhibition, % at 4.98 µM;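 active = inhibition above the mean over all tested compounds plus 3 SD, cut at about 21% in these data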;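 note: 0% = DMSO only wells and 100% = clavulanate BLA inhibitor control wells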
TWEAK-Fn14 inh – inhibitors of TWEAK-Fn14 interaction signaling. TWEAK-stimulated Fn14 reporter cells, luciferase luminescence, 8 h. 360,000 tested, 2% active. inhibition, % at 10 µM; in the data active = inhibition above about 50%
TROY signal inh – TROY signaling inhibition | inhibition, % at 10 µM | 360,000 tested, 0.98% active | Q293 LMP1-TROYcd NF-kB luciferase reporter, 4 h;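 active = compounds whose plate-normalised and pattern-corrected inhibition of the luciferase reporter signal at the single screening dose is 50% or more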
* = called active by the depositor; . = no result given; & = joins results of further samples.

SMILES	NOD2-RIPK2 inh	SRC2 inh	ABHD5 PLIN5 PPI	SRC3 inh	NCOA1 inh	NR5A2 inv ag	NR2F2 inh	Granule exo inh	TLR9-MyD88 inh	TWEAK-Fn14 inh	TROY signal inh
CCOC(=O)c1ccc(NC(=S)NCCc2ccc(OC)c(OC)c2)cc1	-3.4	27.7	-4.0	18.4	1.0	1.2	3.2	1.5	-9.2	9.7	2.8
Nc1nnc(CC(c2ccccc2)c2ccccc2)s1	-1.3	0.4	2.0	8.1	-19.6	-2.1	-2.7	0.3	2.3	0.1	-2.2
CN(CC(=O)Nc1ccc(Cl)c(Cl)c1)C(=O)C1CCCC1	-2.9	9.3	1.9	-12.6	-0.1	-22.8	-6.6	0.6	-8.8	9.5	-17.2
Cc1c(C=O)cnn1CCC(=O)O	-17.9	-8.1	0.6	-3.3	2.7	-9.7	-9.9	-5.6	-0.7	7.9	-12.7
Cc1cccc(-c2noc(CSc3ccccc3)n2)c1	2.7	-34.9	-11.3	-49.3	-77.5	-101.3	-44.9	-0.6	7.6	-17.3	-19.2
CC(C)CN1Cc2ccccc2Oc2cc(Br)ccc2S1(=O)=O	5.5	-15.8	-11.8	-5.2	-2.8	-3.9	-5.0	-2.5	-9.6	3.6	1.1
CC1CCN(c2ccc(S(=O)(=O)NC3=NCCCCC3)cc2[N+](=O)[O-])CC1	-0.7	21.3	0.6	26.1	-13.9	12.2	18.1	-0.6	3.5	15.0	11.8
Cc1cc(C(=O)N2CCC2(C)C(=O)O)nn1C(C)(C)C (stereo not given)	-0.8	21.6	-1.7	-0.1	-19.9	-10.2	-12.2	2.8	.	-5.2	-19.2
COc1ccc(OCC(=O)c2c[nH]c3ccccc23)cc1	0.1	-55.2	1.8	-28.5	-39.5	-14.7	-12.6	2.7	-12.3	-12.6	-28.9
CCOc1cccc2sc(Cl)nc12	-5.7	17.7	-1.1	11.2	-18.2	-6.8	12.9	2.1	-3.0	9.7	-9.0
O=C(NCCC1CCCCN1S(=O)(=O)c1ccc(F)cc1)C(=O)NCCN1CCOCC1 (stereo not given)	2.2	-21.2	-1.5	23.9	-31.6	-0.8	-10.4	-3.3	11.4	4.7	-23.9
COC(=O)c1ccc(COc2ccc3ccc(=O)oc3c2)o1	3.2	-2.8	-14.3	-12.0	9.4	-8.9	2.4	-13.0	-0.9	5.0	-16.6
Cc1cc(C)cc(NC(=O)C(OC(=O)c2ccc(O)cc2)c2ccccc2)c1 (stereo not given)	8.0	-1.2	-3.0	-27.6	-0.1	-3.7	2.3	1.0	4.3	10.3	-7.7
CCOc1ccc(CCNC(=O)C2CCCN(S(=O)(=O)N3CCOCC3)C2)cc1OCC (stereo not given)	-0.4	-4.5	-5.3	3.2	-17.1	-18.8	-7.2	-3.7	-2.6	-4.7	6.0
O=C(/C=C/c1ccc(Cl)cc1)NC(=S)Nc1ccc(N2CCOCC2)c(Cl)c1	-4.0	4.9	-0.4	2.6	6.8	-6.5	3.0	-3.4	10.0	-68.4	-4.3
N#Cc1ccc(Oc2ccc(C(F)(F)F)cc2NC(=O)c2ccc(F)cc2)cc1	-2.7	-11.3	-2.4	13.5	26.1	9.7	5.3	9.7	-3.0	-7.3	16.6
COCCNC(=S)Nc1ccc2nc(N3CCOCC3)cc(C)c2c1	-1.0	-53.6	-9.0	-22.6	4.1	-9.6	0.0	0.2	-1.3	-31.0	-27.1
CCn1cc([C@@H]2C[C@H]3CN(Cc4cccc(Cl)c4)C(=O)[C@]34CCCN24)cn1	-8.6	-13.5	-2.3	13.4	-9.8	-6.0	14.9	1.1	.	11.9	-8.9
CC1(c2ccccc2Cl)NC(=O)N(CC(=O)c2ccc3c(c2)OCO3)C1=O (stereo not given)	-0.5	19.4	-7.6	-1.8	-26.8	16.7	-1.8	1.2	2.4	5.1	-15.6
Cc1c(C)n(C(=O)CSc2nc3ccccc3[nH]2)c2ccccc12	-4.2	-5.4	5.9	-35.9	-9.9	10.7	-2.1	-5.8	0.5	-0.1	2.7
CCOC(=O)NC(=O)CSc1nnnn1-c1ccc(Cl)cc1	-4.9	-2.3	0.0	-13.6	2.0	-45.3	2.1	1.4	1.4	-31.1	-3.9
O=C1CC(c2ccccc2)=Nc2ccc(Br)cc2N1	-1.8	-28.6	-3.4	2.0	-17.4	-19.1	-10.2	-1.7	-1.0	2.5	-6.7
CCOc1ccc(NC(=O)N2CCC(c3nc4ccccc4o3)CC2)cc1	-6.3	-30.5	7.9	0.4	13.4	1.6	22.7	6.8	-10.8	-8.1	23.4
O=C(COC(=O)c1cc(NS(=O)(=O)c2cccs2)ccc1O)Nc1cc(Cl)ccc1Cl	-3.5	25.3	-3.2	14.0	-35.2	12.8	9.8	0.4	-6.2	-25.2	-10.4
N/C(=N\OC(=O)c1cccc(Cn2cc(C(F)(F)F)ccc2=O)c1)c1ccccc1	3.6	-1.8	0.7	20.1	10.0	3.7	5.4	-6.7	-2.0	12.5	1.9

Entries of single compounds from above.
`CCOc1cccc2sc(Cl)nc12` is entered as NOD2-RIPK2 inh: -5.7; SRC2 inh: 17.7; ABHD5 PLIN5 PPI: -1.1; SRC3 inh: 11.2; NCOA1 inh: -18.2; NR5A2 inv ag: -6.8; NR2F2 inh: 12.9; Granule exo inh: 2.1; TLR9-MyD88 inh: -3.0; TWEAK-Fn14 inh: 9.7; TROY signal inh: -9.0
`CCOc1ccc(CCNC(=O)C2CCCN(S(=O)(=O)N3CCOCC3)C2)cc1OCC` (stereo not given) is entered as NOD2-RIPK2 inh: -0.4; SRC2 inh: -4.5; ABHD5 PLIN5 PPI: -5.3; SRC3 inh: 3.2; NCOA1 inh: -17.1; NR5A2 inv ag: -18.8; NR2F2 inh: -7.2; Granule exo inh: -3.7; TLR9-MyD88 inh: -2.6; TWEAK-Fn14 inh: -4.7; TROY signal inh: 6.0

(next part)
SMILES	NOD2-RIPK2 inh	SRC2 inh	ABHD5 PLIN5 PPI	SRC3 inh	NCOA1 inh	NR5A2 inv ag	NR2F2 inh	Granule exo inh	TLR9-MyD88 inh	TWEAK-Fn14 inh	TROY signal inh
O=C(COc1ccc(Cl)cc1Cl)N1CCN(c2ccccn2)CC1	4.2	-10.9	0.4	17.0	-5.8	9.0	3.5	5.1	3.5	7.9	2.9
COc1ccc(NC(=O)C2CCC(CNc3c(N4CCCCC4)c(=O)c3=O)CC2)cc1OC (stereo not given)	-5.9&-7.9	-4.3&18.1	3.3&3.3	-5.4&4.6	8.0&-1.0	-23.1&15.4	4.7&-20.6	-0.7&-0.5	-2.9&14.9	-16.9&5.8	-8.9&-10.7
CN(C1CCS(=O)(=O)C1)S(=O)(=O)c1ccc(C2CCCCC2)cc1 (stereo not given)	-8.4	13.7	6.7	-5.9	12.6	16.0	15.9	-3.3	6.6	10.4	16.4
COc1cc(C(=S)N2CCOCC2)cc(Br)c1OS(=O)(=O)c1ccccc1	12.3	2.7	-4.1	12.5	-2.9	5.2	13.5	1.0	-2.8	19.2	7.5
CCCCC(=O)Nc1ccc(F)c(Cl)c1	-1.2	4.9	0.7	1.4	1.6	-0.2	-7.2	0.4	3.9	-14.8	-16.8
O=[N+]([O-])c1ccccc1OCCCCN1CCCCC1	5.0	-13.6	0.6	-8.7	6.7	8.4	5.2	3.0	2.9	-11.6	-3.2
CCCc1cc(=O)[nH]c(Nc2ccc3c(c2)OCCO3)n1	-7.1	4.5	-2.1	7.8	-16.3	8.8	-1.1	-1.1	-21.9	58.0*	41.2
COc1ccc([C@@H]2CC(=O)c3c(O)cc(O[C@@H]4OC(CO[C@@H]5OC(C)[C@H](O)[C@H](O)C5O)[C@@H](O)[C@@H](O)C4O)cc3O2)cc1O (stereo not given in full)	-2.8	-4.0	1.7	3.1	-38.1	13.3	-5.2	9.5	0.0	-5.5	9.0
N#C/C(=C\c1ccc(Sc2ccc(Cl)cc2)o1)c1nc2ccccc2[nH]1	33.9*	10.9	-9.2	10.4	-16.4	-0.6	-9.7	0.8	34.4*	49.1	25.5
Cc1cc(C(=O)N2CCCC(C)(C(=O)NS(=O)(=O)C3CC3)C2)n(C(C)(C)C)n1 (stereo not given)	-3.7	-30.4	0.7	0.3	-0.7	12.7	-32.7	29.0	.	8.2	7.3
C/C(=N/NC(=O)CCc1ccccc1)c1ccco1	-4.4	9.7	3.9	2.1	-0.2	2.9	-14.9	3.2	9.8	-10.4	16.1
CC(=O)c1ccc(-n2nnnc2SCC(=O)Nc2sc(C)c(C)c2C#N)cc1	-16.7	-7.0	-13.0	2.0	-21.4	-12.4	-5.8	-1.2	8.5	-4.5	-58.7
CCCCC[C@H](O)/C=C/[C@H]1CCC(=O)[C@@H]1CCCCCCC(=O)N1CCCCC1CO (stereo not given in full)	-1.2	10.6	8.4	29.3	22.1	18.4	-8.4	-9.7	-11.1	31.3	37.3
CCOc1cc(C(=S)N2CCCCC2)ccc1OS(=O)(=O)c1ccc(Br)cc1	-5.2	-21.4	0.5	7.5	-4.9	-14.3	-1.4	-1.9	-0.1	5.9	-23.7
COc1ccccc1Nc1nc(N)nc(CSC(=S)N2CCCCC2)n1	0.0	-14.3	-0.9	-31.2	-39.1	-20.4	-9.2	-6.9	-6.0	-27.7	-60.1
COCCOCCn1c(CCCO)nc2ccccc21	-4.0	-11.4	0.2	-14.5	5.9	11.9	5.2	-1.7	-9.8	-11.7	-16.8
CCOC(=O)N1CCN(c2c(NCc3ccc(N(C)C)cc3)c(=O)c2=O)CC1	4.3	8.5	9.1	-6.9	3.2	24.0	6.8	-5.3	6.3	-17.2	-18.2
CCOC(=O)C(NC(=O)C1CCCN1C(=O)OCc1ccccc1)C(=O)OCC (stereo not given)	-8.5	2.9	12.2	15.3	7.7	4.4	0.1	-3.2	-0.8	-16.8	-18.6

Exported field by field: 2 of the compounds above.
mol: CN(C1CCS(=O)(=O)C1)S(=O)(=O)c1ccc(C2CCCCC2)cc1 (stereo not given)
  NOD2-RIPK2 inh: -8.4
  SRC2 inh: 13.7
  ABHD5 PLIN5 PPI: 6.7
  SRC3 inh: -5.9
  NCOA1 inh: 12.6
  NR5A2 inv ag: 16.0
  NR2F2 inh: 15.9
  Granule exo inh: -3.3
  TLR9-MyD88 inh: 6.6
  TWEAK-Fn14 inh: 10.4
  TROY signal inh: 16.4
mol: CC(=O)c1ccc(-n2nnnc2SCC(=O)Nc2sc(C)c(C)c2C#N)cc1
  NOD2-RIPK2 inh: -16.7
  SRC2 inh: -7.0
  ABHD5 PLIN5 PPI: -13.0
  SRC3 inh: 2.0
  NCOA1 inh: -21.4
  NR5A2 inv ag: -12.4
  NR2F2 inh: -5.8
  Granule exo inh: -1.2
  TLR9-MyD88 inh: 8.5
  TWEAK-Fn14 inh: -4.5
  TROY signal inh: -58.7

Not all compounds are listed; count on the stated rates, not on these rows.
